Source: PubChem
DT40 TDP1 no CPT: qHTS for Inhibitors of human tyrosyl-DNA phosphodiesterase 1 (TDP1): qHTS in cells in absence of CPT; DT40 Tdp1-/- hTDP1 cells, no CPT, ATP luminescence, 48 h; hit rate 15% among 420,000; Potency, µM (highest dose often 46.2 µM), inactives show top-dose activity change, negative = growth inhibition, usual class: inhibitors; also: nearly all actives have a fitted effect of over 55% in size
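Chicken DT40 Tdp1-/- cells stably complemented with human TDP1 were seeded at 400 cells/well with DMSO in place of 20 nM camptothecin. After compound pinning, cells grew at least 48 hr at 37 °C; viability read by CellTiter-Glo luminescence.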
TDP1 cell CPT: qHTS for Inhibitors of human tyrosyl-DNA phosphodiesterase 1 (TDP1): qHTS in cells in presence of CPT | chicken DT40 Tdp1-/-;hTDP1 cells + 20 nM CPT, ATP luminescence, 48 h | Potency, µM (highest dose often 46.2 µM), for inactives: at the top dose activity change, negative = growth inhibition, actives largely listed as inhibitors | hit rate 12% among 420,000; also: nearly all actives have a fitted effect of over 55% in size
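Chicken DT40 Tdp1-/- cells stably complemented with human TDP1 were seeded at 400 cells/well in medium containing 20 nM camptothecin, exposed to pin-transferred compounds, and grown at 37 °C for at least 48 hr. Viability was read as ATP luminescence.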
GCN5L2 inh: qHTS Assay for Inhibitors of GCN5L2. GCN5L2 HAT assay, ThioGlo1 CoA-SH fluorescence. Potency, µM (titrated, usually from 58.9 µM), inactives show at the highest dose activity change, negative = inhibition, most hits filed as inhibitors. hit rate 0.21% among 390,000. AID 504327, 2011
Target sequence (Q92830 whole entry, looked up): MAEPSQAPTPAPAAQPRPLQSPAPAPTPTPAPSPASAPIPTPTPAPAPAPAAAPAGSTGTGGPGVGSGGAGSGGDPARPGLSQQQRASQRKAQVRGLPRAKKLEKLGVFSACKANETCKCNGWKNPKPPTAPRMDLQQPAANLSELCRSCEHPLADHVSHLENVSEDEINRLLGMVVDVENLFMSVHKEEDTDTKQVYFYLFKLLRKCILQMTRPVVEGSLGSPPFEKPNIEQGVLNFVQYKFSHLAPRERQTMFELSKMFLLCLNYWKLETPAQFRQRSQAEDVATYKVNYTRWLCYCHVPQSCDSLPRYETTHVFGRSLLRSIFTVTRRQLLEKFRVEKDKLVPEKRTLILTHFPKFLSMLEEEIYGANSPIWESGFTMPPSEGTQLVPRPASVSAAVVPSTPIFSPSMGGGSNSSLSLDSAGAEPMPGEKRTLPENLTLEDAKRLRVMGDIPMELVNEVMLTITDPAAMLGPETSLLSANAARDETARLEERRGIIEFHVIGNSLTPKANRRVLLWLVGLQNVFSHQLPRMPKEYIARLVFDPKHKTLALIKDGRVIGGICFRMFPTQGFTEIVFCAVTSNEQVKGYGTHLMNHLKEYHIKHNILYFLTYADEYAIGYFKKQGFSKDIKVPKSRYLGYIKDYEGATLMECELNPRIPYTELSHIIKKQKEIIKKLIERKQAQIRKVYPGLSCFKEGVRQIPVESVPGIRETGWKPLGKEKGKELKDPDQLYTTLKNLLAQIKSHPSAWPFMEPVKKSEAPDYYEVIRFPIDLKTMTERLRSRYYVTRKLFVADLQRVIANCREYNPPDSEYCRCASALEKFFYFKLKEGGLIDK
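Enzyme at 20nM final was mixed with library compounds for 15 min at room temperature. Peptide H3(1-25) at 75uM, acetyl-CoA at 70uM and ThioGlo1 at 50uM were then added. Plates were read immediately and after 20 min (Ex340nm/Em540nm).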
* = called active by the depositor; ? = inconclusive; . = not tested or not shown; [ ] = another dose, or the depositor's remark. Calls follow the shape of the dose curve; as a rule, active = well fitted curve in the direction sought with a large enough effect; inconclusive = small, poorly fitted or top-dose-only effect, or another doubt; inactive = no such curve, though single readings can be large; an effect the other way counts as inactive or inconclusive. % is scaled to controls: 0 for no effect and ±100 for the full control effect; potency is read from the fitted curve at half-maximal effect.

SMILES	DT40 TDP1 no CPT	TDP1 cell CPT	GCN5L2 inh
Cc1cc(C)cc(N(CC(=O)N2CCN(c3ccccc3)CC2)S(=O)(=O)c2c(C)noc2C)c1	-12%	-23%	-16%
Fc1ccccc1-c1nc(NCC2CC2)nc2ccsc12	?	?	.
COc1cccc(C(=O)NC2CCSC2=O)c1 (centres undefined)	8%	11%	-4%
CN(c1ccccc1)S(=O)(=O)c1cccc(NC(=O)c2cccc(C#N)c2)c1	15µM*	?	-7%
O=S(=O)(c1ccccc1)N1CCN=C1SCc1ccccc1	-19%	1%	-5%
Cc1ccc2nc(-c3ccc(NC(=O)C4CCCO4)cc3)[nH]c2c1 (centres undefined)	?	?	-9%[0.501 µM]
O=C1CC(c2ccccc2)Cc2[nH]c(=O)c(C(=O)Nc3ccc(F)cc3)cc21 (centres undefined)	5%	-2%	25%
O=C(Nc1cccc(-c2cccc(Cl)c2)c1)C1CCN(Cc2ccccn2)CC1	26µM*	?	-11%
O=C(CCn1c(=O)c2sccc2n(CC(=O)NCc2ccco2)c1=O)NCc1ccccc1	-5%	-11%	-30%
CCCOc1ccc(C(C)=O)cc1Cc1c(O)nc(SC)[nH]c1=O	-2%	-2%	-8%
CSc1ccccc1NC(=O)CNCCCN1CCOCC1	?	-3%	-6%
CCOC(=O)c1[nH]c(Cc2[nH]c(C(=O)OCC)c(C)c2CCC(=O)OC)c(CCC(=O)OC)c1C	?	?	-10%
COc1cc(OC)c2ccc(=O)oc2c1C(CCN1CCN(c2ccccc2)CC1)c1ccc(N(C)C)cc1 (centres undefined)	?	15µM*	-20%
NC(=O)COc1ccc(/C=N/NC(=O)C2CCCN2S(=O)(=O)c2ccc(Cl)cc2)cc1 (centres undefined)	-5%	0%	-14%
COc1cc(NC(=O)CSc2nnc(-c3cc(C)on3)o2)cc(OC)c1	0%	9%	-8%
CCCOc1ccc(-c2cccc(NS(=O)(=O)c3ccccc3)c2)nn1	23µM*	?	-9%
CCCCn1c(-c2ccc([N+](=O)[O-])cc2)n[nH]c1=S	-7%	-4%	-5%
O=C(CSc1ncnc2c1cnn2-c1ccc(F)cc1)NCC1CCCO1 (centres undefined)	?	?	0%
Clc1cccc(C2CCN(Cc3nc(COc4ccccc4)no3)C2)c1 (centres undefined)	-26%	10%	-18%
N#CCOc1coc(CN2CCN(c3ccccc3)CC2)cc1=O	0%	-3%	-3%
O=C(O)c1cccc(NS(=O)(=O)c2ccc(Oc3ccc(S(=O)(=O)Nc4cccc(C(=O)O)c4)cc3)cc2)c1	0%	7%	.
CCN1CCc2c(sc(NC(=O)c3ccc(S(=O)(=O)N(C)C4CCCCC4)cc3)c2C(N)=O)C1	?	?	-5%
Cc1ccc(Cc2c[nH]c(=S)s2)cc1	?	7%	-22%
CSc1nc(-c2ccco2)nn1S(C)(=O)=O	-9%	-8%	0%
O=[N+]([O-])c1ccc(Nc2ccccc2O)c2nonc12	?	?	-9%

Next part (six carried over from the part before).
SMILES	DT40 TDP1 no CPT	TDP1 cell CPT	GCN5L2 inh
N#CCOc1coc(CN2CCN(c3ccccc3)CC2)cc1=O	0%	-3%	-3%
O=C(O)c1cccc(NS(=O)(=O)c2ccc(Oc3ccc(S(=O)(=O)Nc4cccc(C(=O)O)c4)cc3)cc2)c1	0%	7%	.
CCN1CCc2c(sc(NC(=O)c3ccc(S(=O)(=O)N(C)C4CCCCC4)cc3)c2C(N)=O)C1	?	?	-5%
Cc1ccc(Cc2c[nH]c(=S)s2)cc1	?	7%	-22%
CSc1nc(-c2ccco2)nn1S(C)(=O)=O	-9%	-8%	0%
O=[N+]([O-])c1ccc(Nc2ccccc2O)c2nonc12	?	?	-9%
Cc1cccc(-n2c(O)c(C=NC3CCS(=O)(=O)C3)c3ccccc3c2=O)c1 (centres undefined)	?	13µM*	-4%
O=C(N/N=C/c1cc2c(cc1Br)OCO2)c1cccnc1	?	5%	-7%
CCn1c(=O)c2sccc2n2c(CCC(=O)Nc3ccc(OC)c(Cl)c3)nnc12	-13%	-15%	-4%
COc1cccc(-c2cc(C(=O)NC3CCCCC3)no2)c1	-2%	8%	-4%
COc1ccccc1NC(=O)C1(c2ccccc2)CCCC1	?	?	0%
CCc1noc(C)c1C(=O)Nc1nc2c(C)cc(C)cc2s1	?	?	-2%
CCCCn1cc2c(c1-c1cccc(C)c1)c(=O)n(C)c(=O)n2C	?	?	1%
Cc1c(C(=O)OCC(=O)NC2CCCCC2)oc2ccccc12	?	-16%	-10%
COc1ccccc1NC(=S)NNC(=O)c1ccncc1	?	33%[activator]	-12%
Oc1ccc2ccccc2c1CNn1cnnc1	-1%	-18%	-3%
O=c1[nH]nc(-c2ccc(F)cc2)cc1-c1ccccc1	-29%	?	-18%
Cc1ccccc1/C=C(\C#N)c1nc(-c2ccc(Cl)cc2)cs1	-17%	-5%	-7%
O=C(COC(=O)c1cccc(S(=O)(=O)N2CCCCCC2)c1)Nc1ccccc1	-5%	-21%	-4%
COc1ccccc1NC(=O)CN1CCN(CC(=O)Nc2ccc(F)cc2F)CC1	-22%	-27%	-1%
CC(=O)c1ccc(N2CCN(C(=O)c3ccc(Cn4c(=O)[nH]c5ccccc5c4=O)cc3)CC2)cc1	16µM*	10µM*	-4%
NCCC[C@H](N)CC(=O)N[C@H]1CNC(=O)[C@H]([C@H]2C[C@H](O)NC(N)=N2)NC(=O)/C(=C/NC(N)=O)NC(=O)[C@H](CO)NC(=O)[C@H](CO)NC1=O	4%	-10%	.
COc1ccc(S(=O)(=O)N2CCN(CCCOc3ccc(F)cc3)CC2)cc1OC	21µM*	?	-6%
CC(=O)Nc1ccc(S(=O)(=O)N2CCC(N3CCCCCC3)CC2)cc1	-7%	-8%	-11%
COCc1cc(C)nc2sc3c(c12)NC(c1ccc(O)c(OC)c1)N(c1ccccc1)C3=O (centres undefined)	?	?	-3%
Cc1ccc(C(=O)Nc2ccc3c(c2)C(=O)NC3=O)cc1	-7%	-1%	-1%
COc1ccc2c(c1)c1c(c(=O)n(-c3ccc(OC)c(OC)c3)c(=O)n1Cc1ccc(C)cc1)n2C	-14%	-25%	1%
COc1ccc(C(O)(CC(C)C)C(CN2CCOCC2)c2ccccc2)cc1 (centres undefined)	21µM*	?	-4%
NS(=O)(=O)c1cc(C(=O)NC2CCSc3ccccc32)ccc1Cl (centres undefined)	-20%	10%	?
O=C(Nc1ccc2nc(-c3cccnc3)[nH]c2c1)c1ccco1	-28%	?	1%
CCOc1ccccc1NC(=O)N1CCN(Cc2nc3ccc(C)cc3o2)CC1	-22%	-22%	-5%

More structures:
SMILES	DT40 TDP1 no CPT	TDP1 cell CPT	GCN5L2 inh
C#CC(CC)(CC)NC(=O)/C=C/C(=O)O	-4%	0%	-7%
[O-]c1c[n+](-c2ccccc2)no1	?	-5%	-19%
C/C(=N\NC(=O)Cn1ccc(C(F)(F)F)n1)c1ccco1	4%	3%	-1%
c1coc(CNCc2cccs2)c1	-21%	-11%	-6%
Cc1ccc(CC(=O)Nc2ccc(OC(F)F)c(Cl)c2)cc1C	?	-1%	-5%
Cc1cccc(Nc2nc(NCC3CCCO3)nc(N)c2[N+](=O)[O-])c1 (centres undefined)	?	?	3%
C=CCNc1nnc(SCC(=O)Nc2ccccc2OC)c2ccccc12	?	-4%	2%
CCOC(=O)C1CCCN(C(=O)c2ccncc2)CC1 (centres undefined)	-1%	10%	.
O=c1cc(CN2CCN(Cc3ccccc3)CC2)c2cc3c(cc2o1)CCC3	18µM*	?	-24%
CC1(C)C2CC[C@@]1(C)C(=O)C2	16%	0%	8%
N#C/C(=C/c1ccco1)c1nc2ccccc2s1	-24%	-14%	-8%
COc1cccc(-c2nc3c(c(SCC(=O)N4CCOCC4)n2)Cc2c(CO)cnc(C)c2O3)c1	4.1µM*	21µM*	-9%
CCCN(C(=O)Cn1c(C(F)(F)F)nc2ccccc21)C1CCS(=O)(=O)C1 (centres undefined)	2%	-13%	3%
COc1ccccc1C(CNc1ncccc1[N+](=O)[O-])N(C)C (centres undefined)	?	-22%	-4%
N#Cc1ccc(CSc2ccc(S(=O)(=O)N3CCCC3)cn2)cc1	26µM*	?	-2%
N/C(=N\OC(=O)CC1CCCCC1)c1ccc(Br)cc1	-14%	-13%	-4%
COc1ccc(NC(=O)CSc2nnc3ccc(-c4cccnc4)nn23)cc1OC	-1%	-22%	-3%
CCOCCCNC(=O)CSc1nnc(-c2ccc(S(=O)(=O)N3CCCC3)cc2)n1C	-2%	8%	-14%
Cc1ccc(C2OCC3(CO2)COC(c2ccc(C)cc2)OC3)cc1 (centres undefined)	-6%	-28%	0%
CCCCN1C(=O)C(CC(=O)NCCCCc2ccccc2)CC(C(=O)N(C)C)=C1C (centres undefined)	?	-2%	.
Cc1ccc2nc(Cl)c3cc(C(=O)N(CCN(C)C)Cc4ccco4)sc3c2c1	?	-109%	-3%
Cc1ccc(C(=O)N/C(=C\c2ccc(-c3ccc([N+](=O)[O-])cc3)o2)C(=O)NC2CCS(=O)(=O)C2)cc1 (centres undefined)	?	21µM*	-12%
CCCCNC(=O)CCSc1nc2nc(C)cc(C)n2n1	-21%	-17%	-4%
CN(Cc1nc2ccccc2[nH]1)C(=O)C1CCC(=O)N(CCc2cccc(F)c2)C1 (centres undefined)	13%	-7%	-6%
CN1CCN(c2ncnc3ccc(-c4ccccc4Cl)cc23)CC1	21µM*	16µM*	-12%
CCOc1cc(CNc2ccc(Br)cc2)cc(Br)c1OCC(=O)NC(C)(C)C	?	21µM*	-7%
CS(=O)(=O)N(CC(=O)N1CCCC1)c1cccc(Cl)c1Cl	?	-9%	-2%

Part of the list above, as labelled records:
CCOc1cc(CNc2ccc(Br)cc2)cc(Br)c1OCC(=O)NC(C)(C)C
- DT40 TDP1 no CPT = ?
- TDP1 cell CPT = 21µM*
- GCN5L2 inh = -7%
N/C(=N\OC(=O)CC1CCCCC1)c1ccc(Br)cc1
- DT40 TDP1 no CPT = -14%
- TDP1 cell CPT = -13%
- GCN5L2 inh = -4%
Cc1ccc2nc(Cl)c3cc(C(=O)N(CCN(C)C)Cc4ccco4)sc3c2c1
- DT40 TDP1 no CPT = ?
- TDP1 cell CPT = -109%
- GCN5L2 inh = -3%
Cc1ccc(C(=O)N/C(=C\c2ccc(-c3ccc([N+](=O)[O-])cc3)o2)C(=O)NC2CCS(=O)(=O)C2)cc1 (centres undefined)
- DT40 TDP1 no CPT = ?
- TDP1 cell CPT = 21µM*
- GCN5L2 inh = -12%

Two records drawn at random from those above:
SMILES	DT40 TDP1 no CPT	TDP1 cell CPT	GCN5L2 inh
[O-]c1c[n+](-c2ccccc2)no1	?	-5%	-19%
CCCCN1C(=O)C(CC(=O)NCCCCc2ccccc2)CC(C(=O)N(C)C)=C1C (centres undefined)	?	-2%	.
